Screens as filed in PubChem BioAssay.
KDM5B inhibitor = Primary screen for KDM5B Histone Demethylases FDH-coupled qHTS; KDM5B demethylase, FDH-coupled NADH fluorescence (FDH is formaldehyde dehydrogenase); Potency, µM (top dose mostly 57.7 µM), for inactives: at the top dose activity change, negative = inhibition, actives largely listed as inhibitors; Lysine-specific demethylase 5B (Homo sapiens), Q9UGL1; 220,000 tested, 2.6% active; active = well fitted inhibition curve with a large enough effect; inconclusive = small, poorly fitted or top-dose-only effect; inactive = no such curve, though single readings can be large or run the other way; also: 0% is about no effect; nearly all actives have a fitted effect of over 70% in size
Target sequence (Q9UGL1 whole entry, looked up): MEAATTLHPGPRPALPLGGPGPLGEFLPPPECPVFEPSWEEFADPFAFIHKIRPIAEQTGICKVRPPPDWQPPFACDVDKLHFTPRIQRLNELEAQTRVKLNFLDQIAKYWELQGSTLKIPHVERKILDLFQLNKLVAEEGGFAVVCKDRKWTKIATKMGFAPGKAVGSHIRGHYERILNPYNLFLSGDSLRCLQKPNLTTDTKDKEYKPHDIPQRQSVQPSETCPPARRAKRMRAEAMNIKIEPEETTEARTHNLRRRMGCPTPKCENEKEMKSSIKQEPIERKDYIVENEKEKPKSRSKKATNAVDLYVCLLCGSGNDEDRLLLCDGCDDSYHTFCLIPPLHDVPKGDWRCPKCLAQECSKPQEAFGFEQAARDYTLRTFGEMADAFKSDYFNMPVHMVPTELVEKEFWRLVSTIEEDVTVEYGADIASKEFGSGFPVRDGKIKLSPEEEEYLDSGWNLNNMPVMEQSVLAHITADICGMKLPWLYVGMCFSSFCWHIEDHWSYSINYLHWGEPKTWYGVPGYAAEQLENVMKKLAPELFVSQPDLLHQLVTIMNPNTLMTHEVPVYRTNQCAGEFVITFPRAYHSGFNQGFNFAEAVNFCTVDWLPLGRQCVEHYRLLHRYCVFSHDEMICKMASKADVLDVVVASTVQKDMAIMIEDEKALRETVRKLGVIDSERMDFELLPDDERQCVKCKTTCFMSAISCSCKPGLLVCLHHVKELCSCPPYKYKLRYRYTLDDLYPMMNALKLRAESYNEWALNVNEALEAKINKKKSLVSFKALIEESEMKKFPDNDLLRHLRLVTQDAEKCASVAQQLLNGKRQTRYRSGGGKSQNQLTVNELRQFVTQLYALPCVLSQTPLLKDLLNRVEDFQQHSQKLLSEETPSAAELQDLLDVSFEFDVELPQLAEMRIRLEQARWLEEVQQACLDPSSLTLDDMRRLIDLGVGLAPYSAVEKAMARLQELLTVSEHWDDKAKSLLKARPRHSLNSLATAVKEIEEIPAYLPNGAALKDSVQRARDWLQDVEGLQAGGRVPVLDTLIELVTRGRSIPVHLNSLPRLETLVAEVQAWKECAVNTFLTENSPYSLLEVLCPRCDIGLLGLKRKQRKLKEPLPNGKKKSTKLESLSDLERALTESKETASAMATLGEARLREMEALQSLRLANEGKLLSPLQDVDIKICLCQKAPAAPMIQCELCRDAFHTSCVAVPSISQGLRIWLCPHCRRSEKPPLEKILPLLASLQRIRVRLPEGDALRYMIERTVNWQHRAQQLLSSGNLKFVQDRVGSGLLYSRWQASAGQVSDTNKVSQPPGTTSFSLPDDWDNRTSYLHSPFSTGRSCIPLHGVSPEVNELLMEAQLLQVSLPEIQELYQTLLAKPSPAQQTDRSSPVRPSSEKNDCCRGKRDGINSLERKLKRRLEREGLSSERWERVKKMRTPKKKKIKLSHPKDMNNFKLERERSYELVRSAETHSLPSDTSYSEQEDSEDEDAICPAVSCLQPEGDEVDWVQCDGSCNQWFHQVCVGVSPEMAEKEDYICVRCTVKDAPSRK
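Here, H3K4me3 peptide (12.5 µM in substrate mix) is demethylated by KDM5BΔAP, 200 nM final, after 10 min compound exposure. Formaldehyde product is coupled through FDH (0.25 U/mL in mix) to NADH fluorescence; 30-min ΔRFU feeds dose-response curves.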
An asterisk follows results filed as active; ? = inconclusive; [ ] = remark or other dose. Potency is read from the fitted curve at half-maximal effect. These rows are one share of the data; count on the stated rates, not on these rows.

SMILES | KDM5B inhibitor
CNC(=O)COc1ccc(Nc2nnc(-c3ccc(C)c(S(N)(=O)=O)c3)c3ccccc23)cc1 | -17.0%
CCn1c(Br)nc2c1c(=O)n(C)c(=O)n2C | -2.2%
O=C(NCc1cn[nH]c1-c1cccs1)c1cn(CCC2CCCCN2)nn1 (stereo not drawn) | -20.6%
Cc1cccc(NC(=O)CSc2nnc(NC(=O)Nc3ccccc3)s2)c1C | -17.8%
N#Cc1cccc(CN2CCc3nc(C(=O)NCc4ccncc4)oc3CC2)c1 | ?
CC1=C(C(=O)N2CCN(c3cccc(Cl)c3)CC2)C2(CCCCC2)OC1=O | -28.0%
O=C(CSc1cccs1)NCc1cccs1 | -26.0%
COc1ccc(C2=C(C)C(=NCCCN3CCN(c4cc(C)ccc4C)CC3)NS2(=O)=O)cc1 | -5.4%
CCOc1ccc(C(=O)N2CCC(c3n[nH]c(=O)n3-c3ccccc3)CC2)cc1OCC | -8.6%
COc1ccc(C2CC(=O)C3=C(C2)OC(N)=C(C#N)C3c2cccc(Br)c2)cc1 (stereo not drawn) | -2.2%
O=C(NCC(c1cccs1)N1CCOCC1)C1CCN(S(=O)(=O)c2ccccc2C(F)(F)F)CC1 (stereo not drawn) | 26.0%
COCCOc1ccc(C(=O)N[C@@H]2CN(C(=O)NC(C)C)CCC[C@H]2O)cc1 | 6.2%[86.2 µM]
O=C(NCCC(c1ccccc1)c1ccccc1)c1ccc[n+]([O-])c1 | -16.0%
O=C1COc2ccc(Oc3ccccc3)nc2CN1CCOc1ccccc1 | -4.6%[86.2 µM]
CC(Cc1ccco1)NC(=O)c1cc2cc(S(=O)(=O)N(C)C)ccc2n1C (stereo not drawn) | 4.1%
CNC(=O)c1cccc(OCc2coc(-c3cccc(F)c3)n2)c1 | 24.6%
CC1(C)CC(=O)C2=C(C1)OC(N)=C(C#N)C2c1cccc(Oc2ccccc2)c1 (stereo not drawn) | 0.9%
COc1ccc(-c2nc3ccc(Cl)cn3c2Nc2ccc(C)cc2)cc1 | ?
CCC(=O)N1c2ccc(S(=O)(=O)NCc3cccc(OC)c3)cc2CC1C (stereo not drawn) | 6.1%
CN1CCC2(C1)CN(CC1CC1)c1ccc(C(=O)NC3COC3)cc12 (stereo not drawn) | 35.5µM*
Cc1[nH][nH]c(=O)c1N=Nc1ccc(S(N)(=O)=O)cc1 | ?
CC(C)CNc1nc(-c2ccc3c(c2)NC(=O)CO3)cs1 | 1.4%
CC(C)(C)c1cc(C[C@H]2CNCC[C@H]2CC(=O)N2CCC(Cc3ccccc3)CC2)no1 | -14.8%
Cc1cccc(CNC(=O)c2c(OCC(C)C)cc(=O)n3c2CCCCC3)c1 | 279.1%[activator]
CCC(Cn1nnc2ccccc2c1=O)NC(=O)Nc1ccc(C)cc1C (stereo not drawn) | -15.8%

2 of the compounds above, with values ahead of the structure.
KDM5B inhibitor | molecule
? | Cc1[nH][nH]c(=O)c1N=Nc1ccc(S(N)(=O)=O)cc1
1.4% | CC(C)CNc1nc(-c2ccc3c(c2)NC(=O)CO3)cs1

Continued:
SMILES | KDM5B inhibitor
CN(C)c1cccc(-c2cn(C)c(=O)n3cc(COc4ccnn4C)nc23)c1 | ?
CN(CC1CCOCC1)S(=O)(=O)c1ccccc1Br | 10.6%
CCOc1cc(/C=C2\C(=O)Nc3ccccc32)ccc1OC(F)F | -7.4%
CCCC(CCC)C(=O)NCCc1c[nH]c2ccc(C)cc12 | 17.5%
COCCn1cnc2c1c(=O)n(CC(=O)Nc1ccc(OC(F)F)cc1)c(=O)n2Cc1ccccc1 | 8.1%
CCc1ccc(OCC(=O)Nc2cc3oc4ccccc4c3cc2OC)cc1 | -19.7%
Cc1ccc(C(O)CNC(=O)C2CC=CCC2)cc1 (stereo not drawn) | 18.0%
Cc1ccc(C2Cc3ccccc3N2)cc1 (stereo not drawn) | ?
O=C(Cc1coc2cc3c(cc12)CCC3)NC1CCSc2c(F)cccc21 (stereo not drawn) | -18.2%
Cc1cc(C)c2oc(C(=O)N(Cc3ccc(F)cc3)C3CCS(=O)(=O)C3)cc(=O)c2c1 (stereo not drawn) | ?
COCCNC(=O)NC(=O)CSc1nc(-c2ccccc2)c(-c2ccccc2)o1 | -16.2%
O=C(c1sc2ccccc2c1Cl)N1CCCCC1 | 9.2%
NCCc1nnc(SCc2ccc(Cl)cc2)o1 | -5.2%
COc1ccc2nc(NC(=O)Nc3ccccc3OC)sc2c1 | 25.8%
COc1ccc(N(CC(=O)NCc2ccc(C)cc2)S(=O)(=O)c2c(C)[nH]c(=O)[nH]c2=O)cc1 | -23.5%
O=C1CCN(S(=O)(=O)c2ccccc2)CCCN(C(=O)Cc2cccc(F)c2)CCN1 | -18.6%
O=C(NCc1ccco1)c1cc(-c2cccnc2)nc2ccccc12 | 12.1%
O=C(c1cccc(Cl)c1)N1CCC(N(C(=O)C2CC2)C2CCOCC2)CC1 | 35.3%[activator]
COc1ccccc1-c1cnc(NC(=O)c2ccc(F)c(Cl)c2)c2c1CCO2 | -26.6%[86.2 µM]
Nc1nccnc1C(=O)NCc1ccc(Cl)s1 | ?
CC(=O)N1CCC2(CC1)CCN(c1ncccc1C#N)CC2CO (stereo not drawn) | 31.6µM*
Cc1ccccc1Cn1c2ccccc2c2cnn(CC(=O)NCC(C)c3ccccc3)c(=O)c21 (stereo not drawn) | -19.2%
COc1ccc(CC(=O)N2CCC(c3n[nH]c(=O)n3Cc3ccc(OC)cc3)CC2)cc1 | 35.2%
COC(=O)NC(NC(=O)OC)c1ccc(Br)cc1 | -10.8%
Cc1cc2ccccc2n1CCNC(=O)c1cccc(Cl)c1 | -14.3%

3 entries out of the list, ordered by length of the SMILES, high to low:
SMILES | KDM5B inhibitor
O=C1CCN(S(=O)(=O)c2ccccc2)CCCN(C(=O)Cc2cccc(F)c2)CCN1 | -18.6%
CCc1ccc(OCC(=O)Nc2cc3oc4ccccc4c3cc2OC)cc1 | -19.7%
CCOc1cc(/C=C2\C(=O)Nc3ccccc32)ccc1OC(F)F | -7.4%

(further entries)
SMILES | KDM5B inhibitor
CCC(=O)c1cc(Br)c(OC)cc1OC | 29.5%
COc1ccc(Cl)cc1NC(=O)CSc1cc(C)[nH]c(=O)n1 | -4.5%
COc1ccc(CCNC(=O)c2nn(C)c3c2CS(=O)(=O)c2ccccc2-3)cc1OC | 14.9%
Cc1ccc2cccc(SCc3ccc(F)cc3)c2n1 | ?
NC(=O)c1ccsc1NC(=O)COC(=O)C1CC2CCCC(C1)C2=O (stereo not drawn) | -0.2%
COc1ccc(C(C(=O)NCc2ccc(F)cc2)N(C(=O)c2csnn2)C2CC2)cc1 (stereo not drawn) | 9.0%
Cc1ccc(-c2csc(-c3cc4c([nH]c3=O)CC(c3ccccc3)CC4=O)n2)cc1 (stereo not drawn) | ?
C/C(=N\NC(N)=S)c1ccc(C2CCCCC2)cc1 | ?
Cc1nn(-c2ccc(N3CCCCC3)nn2)c(C)c1CCC(=O)NCCc1ccco1 | ?
CCOc1ccccc1C(=O)N(C)C1CCc2nn(CC3CC3)c(=O)n2CC1 (stereo not drawn) | -11.9%
CCCCCNC(=O)Cc1csc2nc(C)c(-c3cc(C)n(-c4cccc(C)c4)n3)c(=O)n12 | ?
Cc1noc(C)c1S(=O)(=O)N1CCC[C@H]1C(=O)N1CCCCCCNC(=O)CC1 | 4.3%
Clc1ccc(-c2noc(CN3CCOCC3)n2)cc1 | 30.3%
O=C(O)C/C(=C/c1cccs1)c1nc2ccccc2s1 | -1.5%
CCN(CC)C(=O)CSc1cn(CC(=O)N2CCCCCC2)c2ccccc12 | -22.3%
Cc1ccc(S(=O)(=O)N(C)c2ccc(OC(=O)CN3C(=O)NC(C)(c4ccccc4)C3=O)cc2)cc1C (stereo not drawn) | -1.9%
CCOC(=O)Cn1nc2n(c1=O)CCN(Cc1cc(C)ccc1C)C2=O | 5.9%
Cc1oc2c(c1C(=O)NC1CCCC1)CN(Cc1ccc(F)cc1)CC2 | ?
CCc1ccccc1NC(=O)c1nc2ccccc2nc1N1CCOCC1 | -5.4%
COc1ccc(CNC(=O)N2CCCCCCNC(=O)CC2)cc1 | -2.3%
CC(Oc1ccccc1)C(=O)Nc1c(C(=O)Nc2cccc(F)c2)oc2ccccc12 (stereo not drawn) | ?
COc1ccc2nc3n(c2c1)[C@@H](CNS(=O)(=O)Cc1ccccc1)COC3 | ?
CCOCCCNC(=O)C1CCC(CNS(=O)(=O)c2ccc(NC(C)=O)cc2)CC1 (stereo not drawn) | -6.6%
Cc1ccc(C)c(N2CCN(C(=O)c3c4c(nc5ccccc35)C(=O)N(C3CCCCC3)C4)CC2)c1 | ?
COc1ccc(Cn2c3c(c(=O)n2Cc2ccccc2)CCN(C(=O)Cc2cccc(F)c2)C3)cc1 | -11.5%
(listing goes on)
SMILES | KDM5B inhibitor
COCCN1C(=O)CS(=O)(=O)C12CCN(C(=O)Cc1ccc(OC)c(Cl)c1)CC2 | -15.0%
O=C(C[C@H]1NC(=O)c2ccccc2NC1=O)Nc1nc(-c2ccc3c(c2)OCO3)cs1 | -19.0%
COc1cc(/C=C/c2nc3ccccc3c(=O)n2-c2ccc(C(=O)O)cc2)ccc1O | -13.2%
CC(C)CC(NC(=O)C1CCC(C)CC1)C(=O)O (stereo not drawn) | 2.7%
COc1cccc(NC(=O)c2cnc(-c3ccc(C)cc3)nc2-c2ccncc2)c1 | -7.8%
Cc1oc(-c2cccs2)nc1C(=O)N1CCOCC1C (stereo not drawn) | ?
CCC(C)NC(=O)Cn1c(=O)n(Cc2ccc(C(=O)NCc3ccccc3OC)cc2)c(=O)c2ccccc21 (stereo not drawn) | ?
CCCNC(=O)N1CCC2(CC1)CN(Cc1ccc(OC)cc1)C2=O | -8.7%
COc1ccccc1-c1nc(SCC(=O)NCc2ccccc2)c2c(=O)n(C)c(=O)n(C)c2n1 | -7.6%
Cc1ccc(Nc2nc(NCCO)nc3c2cnn3C)c(C)c1 | 6.7%
COc1ccc(NS(=O)(=O)c2cc(C(=O)N3CCCC3)cs2)cc1 | 2.4%
COc1ccc(Cc2nc3nccc(-c4ccccc4)n3n2)cc1 | 8.2%
CCn1nccc1C(=O)N1CCC([C@H]2[C@@H](OC)C(=O)N2C(C)C)CC1 | -8.5%
COC[C@@H]1CN(Cc2ccc(F)cc2Cl)C[C@H]1C(=O)NC1CC1 | -0.6%
CN(C)c1ccc(CNS(=O)(=O)c2ccc3[nH]c4c(c3c2)CCCCC4)cc1 | ?
Cc1ccc(S(=O)(=O)N2CCN(C3CCN(CCc4ccccc4)C3=O)CC2)cc1 (stereo not drawn) | -1.2%
O=C(NC1CCc2cc(F)ccc21)C1CCCC1 (stereo not drawn) | 12.5%
O=C1NCCCCCN(S(=O)(=O)c2cccs2)[C@H]2CCCC[C@@H]12 | 7.1%
O=C(OCc1ccccc1)N1CCOCC12CCN(Cc1ccc(O)cc1)CC2 | -17.7%[86.2 µM]
CN(Cc1nc2ccccc2o1)Cc1ccccc1Cl | 9.8%
Cc1cc(Nc2ccccc2C)nc(-n2nc(C)cc2C)n1 | 13.8%
Cc1nn(CC(=O)NCc2cccs2)c(=O)c2nc(C(C)C)sc12 | 14.1%
COc1ccc(OCCNC(=O)c2cc3ccccc3[nH]2)cc1 | -13.7%
COc1cccc(N2C(=O)NC(=NC3CCCCC3)C23CCCN(C(=O)c2ccc(C(F)(F)F)cc2)C3)c1 (stereo not drawn) | 7.9%[115 µM]
CCN(CC)CCNC(=O)CS(=O)Cc1nc(-c2ccccc2Cl)oc1C (stereo not drawn) | 6.2%

Molecules above that have an NH in an aromatic ring:
SMILES | KDM5B inhibitor
O=C(NCc1cn[nH]c1-c1cccs1)c1cn(CCC2CCCCN2)nn1 (stereo not drawn) | -20.6%
CCOc1ccc(C(=O)N2CCC(c3n[nH]c(=O)n3-c3ccccc3)CC2)cc1OCC | -8.6%
Cc1[nH][nH]c(=O)c1N=Nc1ccc(S(N)(=O)=O)cc1 | ?
CCCC(CCC)C(=O)NCCc1c[nH]c2ccc(C)cc12 | 17.5%
COc1ccc(N(CC(=O)NCc2ccc(C)cc2)S(=O)(=O)c2c(C)[nH]c(=O)[nH]c2=O)cc1 | -23.5%
COc1ccc(CC(=O)N2CCC(c3n[nH]c(=O)n3Cc3ccc(OC)cc3)CC2)cc1 | 35.2%
COc1ccc(Cl)cc1NC(=O)CSc1cc(C)[nH]c(=O)n1 | -4.5%
Cc1ccc(-c2csc(-c3cc4c([nH]c3=O)CC(c3ccccc3)CC4=O)n2)cc1 (stereo not drawn) | ?
CN(C)c1ccc(CNS(=O)(=O)c2ccc3[nH]c4c(c3c2)CCCCC4)cc1 | ?
COc1ccc(OCCNC(=O)c2cc3ccccc3[nH]2)cc1 | -13.7%

Additional results
SMILES | KDM5B inhibitor
Cc1cn2nc(C(=O)NCc3ccccc3C(F)(F)F)cc2c(N2CCCC2)n1 | 14.1µM*
O=C(Cc1ccc(Cl)cc1)NC1CCN(c2cc(-c3ccccc3)[nH]n2)CC1 | -8.3%
COCC(=O)N1CCC(N2C[C@H](O)C[C@H]2C(=O)NC2CCCCC2)CC1 | ?
CN(C(=O)CCc1nc2ccccc2c(=O)[nH]1)C1CCCC1 | 2.8%
COCCCNC(=S)N/N=C/c1ccc(O)cc1 | -0.7%
COC(=O)C1=C(C)N=C2SC=C(CC(=O)N3CCCCC3)N2C1c1ccc(Cl)cc1 (stereo not drawn) | ?
COCC1CN(S(=O)(=O)c2cccc(F)c2)CC12CCOCC2 (stereo not drawn) | 21.3%
O=C(NCCc1nnc2n1CCCCC2)Nc1ccc(Cl)cc1 | 11.1%
[O-][n+]1ccc(OCc2ccccc2)cc1 | 32.5%[activator]
Cc1ccc(C)c(NC(=O)COC(=O)c2ccc3ccccc3n2)c1 | -17.2%
Nc1c(C(=O)CSc2nc3ccccc3o2)c(=O)[nH]c(=O)n1C1CC1 | 15.6%
COC(=O)c1cccc(OC(=O)c2cccs2)c1 | -19.2%
Cc1ccc(C)n1-c1nn(S(=O)(=O)c2ccccc2)c2cccc(F)c12 | -10.8%
Cc1cnc(C(=O)Oc2ccc(Cl)c3ccccc23)cn1 | 21.0%
